Pf Dd2 inh = Plasmodium falciparum Dd2 growth inhibition; P. falciparum Dd2 growth, SYBR Green, 72 h; Potency, µM (series often up to 28.9 µM), for inactives: at the highest dose activity, negative = inhibition, actives largely listed as inhibitors; actives 4.3% (n = 120,000); AID 1347417; active means well fitted inhibition curve with a large enough effect; inconclusive means small, poorly fitted or top-dose-only effect; inactive means no such curve, though single readings can be large or run the other way;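 further: plate controls were DMSO vehicle for no effect and reference drug for full effect; nearly all actives have a fitted effect of over 65% in size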
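Readout: SYBR Green fluorescence, 485 nm excitation, 535 nm emission, after ~16 h lysis at 37C. Before that, Dd2-infected red cells (2.5% hematocrit) grew 72 h with compound, 29 uM top final concentration.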
* hit, by the source's call; [ ] = dose if it differs, or a comment. Potency means the concentration at half of the fitted maximal effect.

Cc1nc2nc(SCC(=O)N(C)Cc3ccccc3)nn2c(C)c1Cc1ccccc1Cl was read as Pf Dd2 inh 16%.
`CC[C@H]1CN(S(=O)(=O)c2c(C)noc2C)CC[C@H]1CC(=O)NCc1ccc(F)cc1` gave Pf Dd2 inh -12%.
Screening CC(C)(C)c1ncc(C(=O)N2CCc3[nH]cnc3C2c2ccccn2)c(=O)[nH]1 (stereo unspecified) returned Pf Dd2 inh -1%.
Screening CCc1noc(-c2cn(C3CCN(C(=O)c4ccc(OC(F)(F)F)cc4)CC3)nn2)n1 returned Pf Dd2 inh inactive.
For COc1cccc(N2CCN(S(=O)(=O)c3ccc(-n4cnnn4)cc3)CC2)c1 the results were Pf Dd2 inh 9%.
CCc1noc(C)c1C(=O)N1CCC(c2[nH]ncc2-c2ccccc2C)CC1 was read as Pf Dd2 inh -29%.
Screening COCCN1C(=O)N(CCc2ccccc2)C(=O)C12CCN(C/C=C/c1ccccc1)CC2 returned Pf Dd2 inh inconclusive.
Screening COc1ccccc1-c1noc(-c2nc(-c3ccncc3)no2)n1 returned Pf Dd2 inh -8%.
`O=C(NC[C@H]1O[C@@H](CC(=O)N2CCN(c3ccccc3)CC2)[C@H](O)[C@@H]1O)c1ccc(F)c(Cl)c1` gave Pf Dd2 inh 17%.
`Cc1ccc(NC(=O)N2CC[C@@H]3C(=O)NCCCCCCN(Cc4ccncc4)[C@@H]3C2)cc1C` gave Pf Dd2 inh inconclusive.
For COc1cccc(CN2C[C@@H](CO)[C@H](C(=O)N(C)C)C2)c1 the results were Pf Dd2 inh -2%.
For COc1ccc(CN2CCOCCNC(=O)CC2)cc1Cc1c(C)noc1C the results were Pf Dd2 inh -24%.
Screening COc1ccc(CCN(CC2CCN(C)CC2)C(=O)C2CC23CCC3)cc1 (stereo unspecified) returned Pf Dd2 inh inconclusive.
`COCCNC(=O)C[C@@H]1C[C@H]2O[C@H](CNC(=O)Nc3ccc(OC)cc3)[C@@H](O)[C@H]2O1` gave Pf Dd2 inh 14%[44.1 µM].
Screening O=C(Nc1nccs1)C1c2ccccc2C(=O)N(C2CCCC2)C12CCCC2 (stereo unspecified) returned Pf Dd2 inh inconclusive.
COCCn1ccnc1C1CCCN(c2ncnc3c2CCC3)C1 (stereo unspecified) was read as Pf Dd2 inh 4%.
For Cc1ccc(N2CC(NC(=O)Cc3ccc(F)cc3)CC2=O)cc1 (stereo unspecified) the results were Pf Dd2 inh 18%.
CCc1nc2c(c(-c3ccc(OC)cc3)n1)CCN([S+](=O)([O-])c1c(C)noc1C)CC2 was read as Pf Dd2 inh 23%.
Screening CCc1ccccc1NC(=O)C(=O)NCC(c1cccnc1)N1CCc2ccccc21 (stereo unspecified) returned Pf Dd2 inh inconclusive.
CCn1cc(C(=O)N2CCC3(CC2)CN(Cc2ccccc2)CC3CO)cn1 (stereo unspecified) was read as Pf Dd2 inh 7%.
COc1cccc(C(=O)N2[C@@H]3CC[C@H]2CC(NC(=O)c2cnc(C)cn2)C3)c1 (stereo partly specified) was read as Pf Dd2 inh -12%.
CCOc1ccccc1NC(=O)N1C[C@H](Oc2cccnc2)C[C@@H]1C(=O)N1CCOCC1 was read as Pf Dd2 inh 4%.
For CCNC(=O)c1noc(-c2ccc[nH]c2=O)n1 the results were Pf Dd2 inh 26%.
`COc1ccccc1CN1CCNC(=O)C1=O` gave Pf Dd2 inh 0%.
Screening CS(=O)(=O)N1CCC(OC2CCN(C(=O)Nc3ccc4c(c3)OCCO4)CC2)CC1 returned Pf Dd2 inh inactive.
For COc1cccc(NC(=O)Cn2c(N3CCCCC3)nc(C)c(C)c2=O)c1 the results were Pf Dd2 inh inconclusive.
Screening CN1CCN(CCNC(=O)c2cc(-c3ccccc3)cn2C)CC1 returned Pf Dd2 inh inconclusive.
Cc1cn2nc(C(=O)Nc3ccccc3)cc2c(N(C)Cc2ccccc2)n1 was read as Pf Dd2 inh inconclusive.
Cc1ccc2c(-c3ccc(NC4CC4)nn3)cccc2n1 was read as Pf Dd2 inh -8%.
`Cc1ccc2c(C)c(C(=O)N3CCOCC(CO)C3)oc2c1` (stereo unspecified) gave Pf Dd2 inh 6%.
`O=C(N[C@@H]1CN(C2CCCCC2)C[C@H]1CO)c1cccnc1` gave Pf Dd2 inh 20%.
`O=C(N1CCC(N2CC(OCC3CC3)C23CCOCC3)CC1)C1(c2ccccc2)CC1` (stereo unspecified) gave Pf Dd2 inh inconclusive.
`CN1CCC(N[C@@H]2C[C@H](CO)[C@@H](O)[C@H]2O)CC1` gave Pf Dd2 inh 19%[44.1 µM].
Screening COc1ccc(CCCN2C(=O)O[C@@H]3CN(c4nc(C)cc(C)n4)C[C@@H]32)cc1 returned Pf Dd2 inh -5%.
CCc1ccccc1-n1nnc(-c2nc(-c3ccccc3F)no2)c1C was read as Pf Dd2 inh inconclusive.
For CCCOc1ccc(NC(=O)CC2C(=O)N(c3ccc(C)cc3)C(=O)N2C2CCCC2)cc1 (stereo unspecified) the results were Pf Dd2 inh -20%.
COc1ccccc1OCCNC(=O)CC1CCOCC1 was read as Pf Dd2 inh 7%.
Screening CCc1ccccc1NC(=O)N1CCC(N(CCC(C)C)C2CCOCC2)CC1 returned Pf Dd2 inh inconclusive.
For O=C(c1cc(F)cc(F)c1)N1CC(c2nnc(-c3ccncc3)o2)C2(CCOCC2)C1 (stereo unspecified) the results were Pf Dd2 inh -4%.
Screening Cc1nnc2n1CCC(N(C)C(=O)c1ccc3[nH]ccc3c1)CC2 (stereo unspecified) returned Pf Dd2 inh -2%.

Part of the list above in order of formula weight, descending:
`O=C(N1CCC(N2CC(OCC3CC3)C23CCOCC3)CC1)C1(c2ccccc2)CC1` (stereo unspecified) gave Pf Dd2 inh inconclusive.
Screening COc1ccc(CCCN2C(=O)O[C@@H]3CN(c4nc(C)cc(C)n4)C[C@@H]32)cc1 returned Pf Dd2 inh -5%.
`CN1CCC(N[C@@H]2C[C@H](CO)[C@@H](O)[C@H]2O)CC1` gave Pf Dd2 inh 19%[44.1 µM].

New compounds follow
Screening CCOc1ccccc1CN1CCCCCCNC(=O)CC1c1ccccc1 (stereo unspecified) returned Pf Dd2 inh 11µM*.
CCOc1ccc(-c2nc(C3CC(=O)N(c4ccc(F)c(Cl)c4)C3)no2)cc1OCC (stereo unspecified) was read as Pf Dd2 inh 18%.
CCc1nc2c(c(NCCn3nc(C)c(CC)c3C)n1)CCNCC2 was read as Pf Dd2 inh -30%.
C[C@H]1[C@@H]2[C@@H](O)C([C@H](C)C(=O)NCc3ccco3)CC[C@@]2(C)CC[C@@H]1NC(=O)c1cncnc1 (stereo partly specified) was read as Pf Dd2 inh inactive.
`CC(=O)N1CC[C@H](c2nc3cc(F)ccc3o2)C1` gave Pf Dd2 inh -5%[44.1 µM].
For CC(C)c1ccc(OCc2cc(=O)n3c(-c4ccccc4)csc3n2)cc1 the results were Pf Dd2 inh -17%.
For COc1ccc(S(=O)(=O)N(CC(=O)NCCc2ccccc2)c2ccc(Cl)cc2)cc1 the results were Pf Dd2 inh -10%.
For COc1ccc(CCNC(=O)c2ccc3c(c2)N=C(C)c2ccccc2S3)cc1OC the results were Pf Dd2 inh inconclusive.
`COc1ccc(C2(C(=O)NCCC3CCN(C(=O)Nc4ccccc4C)CC3)CC2)cc1` gave Pf Dd2 inh inactive.
Screening COc1cccc(-c2cc(C3CCN(C(=O)Nc4cc(C)ccc4C)CC3)[nH]n2)c1 returned Pf Dd2 inh -21%.
`O=C([C@@H]1C[C@H](F)CN1S(=O)(=O)c1cc(F)ccc1F)N1CCc2ccccc2C1` gave Pf Dd2 inh 14%.
CC(C)(C)c1nnc(NC(=O)NCc2ccncc2)s1 was read as Pf Dd2 inh inconclusive.
Screening CCc1ccccc1NC(=O)Cn1c(-c2ccccc2)nc(C)cc1=O returned Pf Dd2 inh -4%.
Screening COCC1CN(C(=O)c2cc(C)n(C)n2)CC12CCNCC2 (stereo unspecified) returned Pf Dd2 inh 13%.
Screening COc1ccc(OC)c(CCNC(=O)c2ccc3c(c2)N(Cc2ccc(C)cc2)CCS3)c1 returned Pf Dd2 inh -26%.
`O=C(N[C@@H]1[C@@H](Cc2ccccc2)[C@H]2OCC[C@@H]12)c1scc2c1OCCO2` gave Pf Dd2 inh -22%.
Screening CCc1cccc(CC)c1NC(=O)C1CCC(CNS(=O)(=O)c2cccc3nsnc23)CC1 (stereo unspecified) returned Pf Dd2 inh 3.2µM*.
For O=C(c1ccccc1Cl)N1CCCC(c2nn(-c3ccccc3)c(=O)[nH]2)C1 (stereo unspecified) the results were Pf Dd2 inh inactive.
Screening Cc1cc(C)c(CNC(=O)c2nc(-c3cccc(CO)c3)cc3c2ccn3C(C)C)c(=O)[nH]1 returned Pf Dd2 inh inconclusive.
For Clc1ccc(-c2noc3ncnc(N4CCCCC4)c23)cc1 the results were Pf Dd2 inh 18%.
`CC(C)(C)NC(=O)N1CCCCC1c1nc(CCOc2ccc(F)cc2)no1` (stereo unspecified) gave Pf Dd2 inh inactive.
O=C(O)C1=NOC2CN([S+](=O)([O-])c3cccc(C(F)(F)F)c3)CC12 (stereo unspecified) was read as Pf Dd2 inh 22%.
Screening CCOc1ccc(CCNC(=O)c2cccc(-n3c(C)nc4cccnc43)c2)cc1 returned Pf Dd2 inh -2%.
`Cc1ccc2c(C(=O)NC3CCN(C)CC3)cc(NC(=O)C3CCC3)cc2n1` gave Pf Dd2 inh -10%.
CCc1ccc(NC(=O)C2CCCN2S(=O)(=O)c2ccc3c(c2)CCCC(=O)N3)cc1 (stereo unspecified) was read as Pf Dd2 inh 8%.
`O=C(NCC1Cn2cccc2C(=O)N1Cc1ccccc1)c1ccc2ccccc2n1` (stereo unspecified) gave Pf Dd2 inh inconclusive.
`CCOc1ccc(NC(=O)NCCc2c(C)nn(C)c2C)cc1` gave Pf Dd2 inh inactive.
For CCOC(=O)c1[nH]c(C)c(CCC(=O)NCc2ccccc2)c1C the results were Pf Dd2 inh 1%.
Screening CN(C)c1cccc(C(=O)N2CCC3(CC2)NC(=O)N(c2cccc(F)c2)N3)c1 returned Pf Dd2 inh inconclusive.
`Cc1ncoc1C(=O)N1C[C@@H](COCC2CC2)[C@H](c2ccccn2)C1` gave Pf Dd2 inh 34%.
`COC(=O)c1cc(S(=O)(=O)NCC2CCN(Cc3cc(C)ccc3C)CC2)c[nH]1` gave Pf Dd2 inh 8%.
O=C(c1ccc2c(c1)CCN2S(=O)(=O)c1ccc(Cl)cc1)N1CCN(c2ccccc2F)CC1 was read as Pf Dd2 inh 14%.
Screening CCc1ccc2oc(-c3ccc(C)c(NC(=O)Cc4ccccc4)c3)nc2c1 returned Pf Dd2 inh inactive.
COc1ccc(CNC(=O)Cn2c(-c3ccc(F)cc3)nc(C)c(CCO)c2=O)cc1OC was read as Pf Dd2 inh inactive.
`COc1ccc(Nc2nc3ccccc3n3c(N)nnc23)cc1` gave Pf Dd2 inh -24%.
CCCCc1ccc(NS(=O)(=O)c2cc3c4c(c2)CC(=O)N4CCC3)cc1 was read as Pf Dd2 inh inconclusive.
`NC(=O)CN1C(=O)C2(SCC(=O)N2c2cccc(F)c2)c2ccccc21` (stereo unspecified) gave Pf Dd2 inh 13%.
Screening CCNC(=O)c1ccc(C)c(-n2c(C)nc3cccnc32)c1 returned Pf Dd2 inh 69%[activator].
`Cc1ccc(C(=O)N(Cc2ccc(N(C)C)cc2)Cc2ccco2)cc1` gave Pf Dd2 inh 5%.
OCC1(CC2CC2)CCCN(Cc2ccc(C(F)(F)F)nc2)C1 (stereo unspecified) was read as Pf Dd2 inh inactive.
Screening CN(C)[C@@H]1CN(Cc2cc(F)c(F)c(F)c2)CC[C@@H]1CNC(=O)C1CC1 returned Pf Dd2 inh inconclusive.
`COc1ccc(C(=O)N2CCC3(CC2)CC(O)CCO3)cc1F` (stereo unspecified) gave Pf Dd2 inh 16%.
Screening O[C@H]1[C@H](NCc2ccco2)[C@H]2CO[C@H](O2)[C@@H]1N1CCCCC1 returned Pf Dd2 inh 30%[activator][44.1 µM].
Screening COc1ccc(OC)c(-c2cnc3[nH]cc(CC(=O)NCc4cccnc4)c3c2)c1 returned Pf Dd2 inh inactive.
For COc1cccc(CC(=O)N2CC(COc3ccccc3)C3(C2)CN(c2ccccc2)C3)c1 (stereo unspecified) the results were Pf Dd2 inh -3%.
`CN(C)[C@H]1CCCCN(C(=O)c2cnc3ccccn3c2=O)C1` gave Pf Dd2 inh 8%.
For O=C(c1cccc(Cl)c1)N1CCC(c2n[nH]c(=O)n2-c2ccccc2)CC1 the results were Pf Dd2 inh inactive.
Screening O=C1[C@@H]2C[C@@H](O)CN2C2(CN(Cc3ccc(F)c(F)c3)C2)C(=O)N1Cc1ccccc1F returned Pf Dd2 inh -24%.
Screening Cc1cccc(NC(=O)c2c(C)oc3ncn(CC(C)C)c(=O)c23)n1 returned Pf Dd2 inh inconclusive.

Of the compounds above, 8 contain a Cl atom.
Cc1nc2nc(SCC(=O)N(C)Cc3ccccc3)nn2c(C)c1Cc1ccccc1Cl was read as Pf Dd2 inh 16%.
`O=C(NC[C@H]1O[C@@H](CC(=O)N2CCN(c3ccccc3)CC2)[C@H](O)[C@@H]1O)c1ccc(F)c(Cl)c1` gave Pf Dd2 inh 17%.
CCOc1ccc(-c2nc(C3CC(=O)N(c4ccc(F)c(Cl)c4)C3)no2)cc1OCC (stereo unspecified) was read as Pf Dd2 inh 18%.
For COc1ccc(S(=O)(=O)N(CC(=O)NCCc2ccccc2)c2ccc(Cl)cc2)cc1 the results were Pf Dd2 inh -10%.
For O=C(c1ccccc1Cl)N1CCCC(c2nn(-c3ccccc3)c(=O)[nH]2)C1 (stereo unspecified) the results were Pf Dd2 inh inactive.
For Clc1ccc(-c2noc3ncnc(N4CCCCC4)c23)cc1 the results were Pf Dd2 inh 18%.
O=C(c1ccc2c(c1)CCN2S(=O)(=O)c1ccc(Cl)cc1)N1CCN(c2ccccc2F)CC1 was read as Pf Dd2 inh 14%.
For O=C(c1cccc(Cl)c1)N1CCC(c2n[nH]c(=O)n2-c2ccccc2)CC1 the results were Pf Dd2 inh inactive.

Bioassay records from PubChem.

These rows are one share of the data; count on the stated rates, not on these rows.
